# ERG-DNA inh = qHTS for Small Molecule Inhibitors of the ERG Ets/DNA interaction. fluorescence polarization, His-ERG Ets domain / labelled DNA. Potency, µM (titrated, usually from 76.9 µM), inactives show at the top dose FP activity, negative = inhibition, most hits filed as inhibitors. 370,000 compounds, 0.028% hits; active means well fitted inhibition curve with a large enough effect in the polarisation, with a control signal flat; inconclusive means small, poorly fitted or top-dose-only effect, or effect the other way, or a change in a side signal; inactive means no such curve, though single readings can be large or run the other way; the % refers to the polarisation;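 further: polarization taken with two DNA probes labelled with fluorescein and Texas red; potency means the concentration at half of the fitted maximal effect; % of control where 0% means no effect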
#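 His-tagged ERG Ets domain (1 uM in the protein solution; 300mM KCl, 50mM Tris-HCl, 1mM EDTA, 1mM DTT, pH 7.5) received compound, then a probe mix of 5 nM fluorescein-DNA and 100nM Texas-615-DNA. Fluorescence polarization was read for both dyes.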
# RGS4 inhibitor = Inhibitors of Regulator of G Protein Signaling (RGS) 4: qHTS; Regulator of G-protein signaling 4 (Homo sapiens), P49798; Transcreener GDP fluorescence polarization, RGS4-accelerated GTP hydrolysis; Potency, µM (series often up to 114 µM), for inactives: at the highest dose activity change, negative = inhibition, most hits filed as inhibitors; 390,000 compounds, 0.039% hits; AID 504845, 2011; further: potency means the concentration at half of the fitted maximal effect; on the % scale 0 is the no-effect control and ±100 the full control effect; nearly all actives have a fitted effect of over 75% in size; some results filed as inactive show a strong effect at the top dose
#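 MLSMR compounds (23 nl, pin-transferred) preincubated 10 min at room temperature with a 500nM (2x) first reagent, then RGS4 at 900nM (2x) plus Transcreener GDP mix added; fluorescence polarization (620/688 nm) read before and after 90 min at 30 °C.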
# Pol beta inh = qHTS Assay for Inhibitors of DNA Polymerase Beta; Pol beta primer extension/strand displacement, fluorescence kinetic; 340,000 compounds, 1.3% hits; P06746; Potency, µM (titrated, usually from 114 µM), for the others: at the top dose activity change, negative = inhibition, usual class: inhibitors; AID 485314, 2010; further: potency means the concentration at half of the fitted maximal effect; on the % scale 0 is the no-effect control and ±100 the full control effect
#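 Values derive from four-parameter Hill fits of normalized kinetic data: reads at 0 and 10 min following addition of 50 nM substrate to 10 nM Pol beta preincubated 15 min with compound.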
# APE1 inh = qHTS Assay for Inhibitors of the Human Apurinic/apyrimidinic Endonuclease 1 (APE1) | DNA repair nuclease/redox regulator APEX1 (Homo sapiens), P27695 | recombinant APE1, TAMRA/BHQ-2 abasic DNA cleavage fluorescence | Potency, µM (highest dose often 65.8 µM), for the others: top-dose activity change, negative = inhibition, most hits filed as inhibitors | 350,000 compounds, 0.35% hits;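 further: potency means the concentration at half of the fitted maximal effect; plate controls were vehicle for no effect and reference inhibitor for full effect; nearly all actives have a fitted effect of over 55% in size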
# Target sequence (P27695 whole entry, looked up): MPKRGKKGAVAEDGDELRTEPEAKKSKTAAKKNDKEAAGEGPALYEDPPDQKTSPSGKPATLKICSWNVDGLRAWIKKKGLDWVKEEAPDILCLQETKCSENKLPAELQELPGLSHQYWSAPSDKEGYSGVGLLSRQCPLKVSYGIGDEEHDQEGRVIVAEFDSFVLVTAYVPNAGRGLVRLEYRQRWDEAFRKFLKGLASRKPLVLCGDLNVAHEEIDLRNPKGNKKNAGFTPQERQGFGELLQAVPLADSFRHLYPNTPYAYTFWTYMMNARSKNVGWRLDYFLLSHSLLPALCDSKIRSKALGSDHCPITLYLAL
#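 Endonuclease cleavage of a quenched abasic-site DNA duplex (50 nM) by APE1 (0.75 nM) was tracked by TAMRA dequenching. Compounds were preincubated with enzyme 15 min at room temperature; data normalized to buffer-only and DMSO wells plus NSC13755 control.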
# Pol kappa inh = qHTS for Inhibitors of Polymerase Kappa; 400,000 compounds, 0.53% hits; DNA polymerase kappa (Homo sapiens), Q9UBT6; purified Pol kappa, fluorescent DNA synthesis assay, 10 min; Potency, µM (highest dose often 107 µM), for inactives: at the highest dose activity, negative = inhibition, hits mostly inhibitors; further: potency means the concentration at half of the fitted maximal effect; on the % scale 0 is the no-effect control and ±100 the full control effect
#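 Kinetic fluorescence screen: compound preincubated 15 min RT with 10 nM enzyme; 50 nM substrate (final) initiates; reads at 0/10 min.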
# 12-LOX inh = Primary qHTS assay for inhibitors of human arachidonate 12S-lipoxygenase (ALOX12): Round 2 | Potency, µM (series often up to 108 µM), inactives show top-dose activity change, negative = inhibition, actives largely listed as inhibitors | Polyunsaturated fatty acid lipoxygenase ALOX12 (Homo sapiens), P18054 | 580,000 compounds, 1.1% hits | purified 12hLO, xylenol orange hydroperoxide absorbance; further: potency means the concentration at half of the fitted maximal effect; on the % scale 0 is the no-effect control and ±100 the full control effect
# Target sequence (P18054 whole entry, looked up): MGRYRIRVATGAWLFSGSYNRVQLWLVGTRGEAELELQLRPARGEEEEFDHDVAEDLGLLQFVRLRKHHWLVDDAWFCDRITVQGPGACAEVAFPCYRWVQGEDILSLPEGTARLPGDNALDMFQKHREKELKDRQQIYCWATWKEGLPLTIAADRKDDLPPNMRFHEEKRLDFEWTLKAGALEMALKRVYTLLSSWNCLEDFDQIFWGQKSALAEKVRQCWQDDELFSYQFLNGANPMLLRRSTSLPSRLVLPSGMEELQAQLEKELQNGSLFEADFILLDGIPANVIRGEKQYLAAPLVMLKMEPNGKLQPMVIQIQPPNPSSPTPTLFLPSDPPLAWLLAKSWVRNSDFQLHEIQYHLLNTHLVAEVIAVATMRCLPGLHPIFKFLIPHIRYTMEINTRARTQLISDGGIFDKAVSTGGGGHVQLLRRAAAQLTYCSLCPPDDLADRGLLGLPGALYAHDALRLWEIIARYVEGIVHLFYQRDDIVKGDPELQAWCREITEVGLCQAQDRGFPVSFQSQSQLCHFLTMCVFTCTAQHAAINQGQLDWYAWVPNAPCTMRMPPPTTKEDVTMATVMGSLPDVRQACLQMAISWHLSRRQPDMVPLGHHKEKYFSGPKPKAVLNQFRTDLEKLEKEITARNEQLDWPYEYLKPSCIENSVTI
#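 Hydroperoxide product was detected by ferrous iron/xylenol orange as the 573 to 405 nm absorbance ratio. Arachidonic acid at 40 uM (final) was turned over for 30 min at room temperature by 150 nM human 12hLO, pH 7.0 Hepes buffer, after 15 min compound preincubation.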
# LDHA block = qHTS assay for inhibitors of human lactate dehydrogenase; L-lactate dehydrogenase A chain (Homo sapiens), P00338; purified LDHA, NADH/diaphorase-resazurin fluorescence; stronger effect = lower value; activity change, % (values are at about 110 or 230 µM); 480,000 compounds, 0.15% hits; AID 1347041, 2019; in the data active means activity change below about -30%; inconclusive means mostly about -25% to -30%;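 further: plate controls were DMSO wells for no effect and wells without enzyme for full effect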
#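 Human LDH5 at 2 nM final in Tris HCl pH 7.4 with 0.06 mM NADH and 0.2 mM pyruvate, reacted 5 minutes at room temperature. Remaining NADH coupled via diaphorase/resazurin; resorufin fluorescence read at 0 and 20 minutes, normalized to enzyme-free and DMSO wells.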
# Apoferritin bind = qHTS Assay for Identification of Novel General Anesthetics. Ferritin light chain (Equus caballus), P02791. Potency, µM (doses to about 77.5 µM), for the others: at the highest dose activity change, negative = displacement, usual class: inhibitors. 350,000 compounds, 0.074% hits. apoferritin/1-aminoanthracene competitive binding, fluorescence. AID 485281, 2010; further: potency means the concentration at half of the fitted maximal effect; on the % scale 0 is the no-effect control and ±100 the full control effect; nearly all actives have a fitted effect of over 20% in size
#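 Apoferritin-based anesthetic binding model; compound displacement of fluorescent 1-AMA measured as endpoint fluorescence after 10 minutes at room temperature, scaled to free-ligand and complex controls.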
# POLH inh = qHTS for Inhibitors of Polymerase Eta. 390,000 compounds, 1.2% hits. recombinant Pol eta, fluorescent DNA replication assay. Potency, µM (titrated, usually from 114 µM), inactives show at the highest dose activity change, negative = inhibition, most hits filed as inhibitors. AID 588591, 2011. DNA polymerase eta (Homo sapiens), Q9Y253; further: potency means the concentration at half of the fitted maximal effect; on the % scale 0 is the no-effect control and ±100 the full control effect
#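 Fluorescent replication assay: 50 nM final substrate added after a 15 min room-temperature compound preincubation with 10 nM enzyme. Signal taken at 0 min and again at 10 min.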
# Numbers without * were called inactive; ? = inconclusive; nt = not tested or not shown; & = joins results of further samples; [ ] = dose if it differs, or a comment. Unless noted, the call rests on the fitted dose curve; in most records, active means well fitted curve in the direction sought with a large enough effect; inconclusive means small, poorly fitted or top-dose-only effect, or another doubt; inactive means no such curve, though single readings can be large; an effect the other way counts as inactive or inconclusive.
SMILES,ERG-DNA inh,RGS4 inhibitor,Pol beta inh,APE1 inh,Pol kappa inh,12-LOX inh,LDHA block,Apoferritin bind,POLH inh
Cc1ccc(N2C(=O)/C(=C\c3ccc(C(C)C)cc3)N=C2SC2CCOC2=O)cc1 (centres undefined),-1%,-12%,11%,5%,2%,?,3,-18%,-10%
Nc1ccc(-c2nnn(Cc3ccccc3)n2)cc1,-13%,-7%[56.9 µM],nt,nt,-6%,262%[activator],-6,nt,-19%
Cc1ccc(-c2nc3ncccc3o2)cc1NC(=O)C(C)(C)C,1%,-21%,1%,-4%,-7%,0%,-3,1%,-19%
Cc1nn(-c2ccccc2)c(C)c1C(=O)OC(C)C(=O)Nc1ccc(C(N)=O)cc1 (centres undefined),2%,1%,nt,2%,-4%,-16%,-3,nt,-21%
O=C(Nc1ccccc1)Nc1ccc2ccccc2c1,-12%,7%[11.4 µM],-1%,-5%,-2%,6%,-1,-16%,?
O=C(N[C@@H](Cc1ccccc1)C(=O)O)c1cccnc1,-3%,-10%,6%,-1%,12%,-16%,4,2%,-5%
O=C(COC(=O)c1cc(-c2cccs2)nn1-c1ccccc1)Nc1cccc([N+](=O)[O-])c1,-2%,7%,7%,21%,2%,1%,2,9%,-13%
CCN(C(=O)COC(=O)CCC1CCCC1)c1c(N)n(Cc2ccccc2)c(=O)[nH]c1=O,5%,-29%,nt,1%,-18%,1%,-4,nt,-6%
O=S(=O)(N[C@@H]1C[C@H]2CC[C@@H]1C2)c1cccs1,13%,-18%,-4%,12%,5%,-15%,-3,?,-1%
C/C(=N\N=c1/scc(C)n1Cc1ccco1)c1cccc([N+](=O)[O-])c1,-7%,-3%,-14%,6%,-8%,-22%,-9,3%,-11%
Cc1[nH]c(=O)[nH]c(=O)c1S(=O)(=O)N1CCCCC1,16%,-8%,16%,-2%,-13%,2%,-7,-8%,-19%
COc1ccc(Nc2nc(OC)nc(N3CCN(c4ccc(OC)cc4)CC3)n2)cc1,4%,-15%,0%,-1%,4%,?,-11,-2%,-14%
COc1ccc(NC(=O)c2coc(=O)c3ccccc23)cc1OC,-23%,4%,2%,nt,7%,-8%,2,-1%,-13%
CC1(C)Oc2ccc3ccc(=O)oc3c2/C(=C/NCCO)C1=O,6%,-20%,22%,-6%,-14%,7%,-9,-14%,-7%
C=C1CCN([C@@H](CC(C)C)C(=O)Nc2ccc(OC)cc2)S(=O)(=O)c2ccccc21,2%,-10%,nt,nt,-14%,21%,2,nt,-11%
CCOc1ccc(/C=C/C(=O)N(CC)CC(=O)Nc2ccc3c(c2)OCCO3)cc1OCC,14%,-32%,19%,51%,-8%,7%,5,-6%,-25%
CN(C)CCCCCNCCCNC(=O)/C=N\O,nt,26%,13%,-11%,-6%,4%,-9,-9%,-1%
Cc1ccc(NC(=O)c2oc3ccccc3c2COC(C)C)cc1S(=O)(=O)N1CCOCC1,-14%,-14%,nt,-5%,-4%,?,-5,nt,-10%
O=C(CSc1ncnc2c1nnn2-c1ccc(F)cc1)NCc1ccco1,-3%,-29%,21%,-2%,-2%,9%,0,4%,-10%
O=C(c1ccco1)N1CCN(C2CC(=O)N(c3ccc(F)c(Cl)c3)C2=O)CC1 (centres undefined),0%,3%,10%,2%,8%,-12%,-4,4%,-5%
CCOC(=O)c1cc(-c2ccc(C)o2)nn1CCC#N,-2%,-12%,16%,-9%,-10%,-10%,-4,-8%,-4%
CCOc1ccc(Br)cc1-c1noc(-c2cccs2)n1,-2%,4%,-22%,3%,-3%,0%,0,1%,-13%
Cc1[nH]c2ccccc2c1CCN(Cc1cccnc1)C(=S)Nc1ccc(F)cc1,-7%,-25%,-1%,?,-1%,0%,-1,-13%,-8%
CCC1(CC)C(=O)C(C)(C)C(=O)OC1c1ccccn1 (centres undefined),0%,-42%,35%,20%,-9%,-8%,-4,-9%,-14%
O=C(Nc1cccc([N+](=O)[O-])c1)C1C2CC/C=C\CCC21 (centres undefined),-9%,-18%,-14%,-3%,-10%,71%[activator],-4,-15%,-7%
O=C(CN1CCN(c2ccccn2)CC1)N1c2ccccc2CCc2ccccc21,-1%,7%,-20%,1%,-2%,-2%,-6,-15%,2%
Cc1cc2cc(CN(CC3CCCO3)C(=O)c3cnccn3)c(=O)[nH]c2cc1C (centres undefined),-10%,4%,-17%,-11%,-7%,140%[activator],-5,18%,1%
CCOc1cc2c(cc1OCC)C(C(=O)O)C(c1ccc(OC)c(O)c1)N(C)C2=O (centres undefined),-7%,-9%,33%,11%,-7%,-11%,6,-9%,6%
Cc1ccc(NC(=O)Cn2nnc(-c3nc(-c4ccncc4)no3)c2N)cc1,3%,26%,9%,nt,-12%,4%,0,-2%,nt
NC(=O)c1cc(S(=O)(=O)Nc2ccc(OC(F)(F)F)cc2)cs1,3%,-18%,-2%,27%,0%,?,-2,-5%,-17%
CCOCCCNC(=O)/C(C#N)=C/c1ccc(-c2ccc(S(=O)(=O)N3CCOCC3)cc2)o1,4%,-22%,1%,-7%,-1%,nt,3,?,?
CCC(C(=O)Nc1nc(C)cs1)c1ccccc1 (centres undefined),6%,?,?,-3%,0%,0%,1,?,-1%
COc1ccc([N+](=O)[O-])cc1NC(=O)c1cn(-c2ccc(Cl)cc2)c(=O)c2ccccc12,-1%,-30%,31%,1%,-13%,-18%,-4,-9%,-10%
CC(C)/C(=N/Nc1ccccc1[N+](=O)[O-])c1ccccc1,3%,15%,-15%,1%,4%,?,-5,-24%,-19%
CC(=O)Nc1ccc(NC(=O)CSc2ccccn2)cc1,-7%,18%,5%,?,-23%,-10%,-7,-4%,-2%
COCCNC(=O)/C(C#N)=C/c1nc(N(C)C)n(-c2ccc(F)cc2)c1Cl,1%,-12%,32%,7%,-9%,-18%,0,-10%,0%
Cc1c(C(=S)Nc2ccccc2)cnn1-c1ccc([N+](=O)[O-])cc1,1%,-12%,-14%,1%,-8%,-19%,-3,5%,-28%
CCN(CC)CCCCCCCCOC(=O)c1cc(OC)c(OC)c(OC)c1,-5%,?,-2%[57.1 µM],26%&8%&-9%&5%,3%[60.1 µM],-19%&9%&0%,-12,nt,5%
COc1ccc(NC(=O)CCSc2ccc3ccccc3n2)cc1,3%,2%,0%,0%,-17%,9%,-14,1%,-3%
CCOc1ccc(N(C(=O)Nc2ccccc2)C2=NCCC2)cc1,nt,-4%,10%,-5%,-3%,5%,-2,-12%,-21%
O=C(c1ccco1)N1CCN(Cc2nc3ccccc3[nH]2)CC1,2%,-33%,nt,2%,11%,0%,4,nt,-12%
CN(C)S(=O)(=O)c1cccc(NC(=O)c2cc(-c3cccs3)nc3ccccc23)c1,nt,2%,53%,-7%,-17%,-22%,-20,4%,-11%
CCCCCn1c(CCNC(=O)CCC)nc2ccccc21,14%,-11%,2%,-2%,13%,14%[57.4 µM],1,-9%,-2%
COc1ccc2c(c1)CCCC21NC(=O)N(CC(N)=O)C1=O (centres undefined),-9%,-1%,25%,-2%,0%,2%,-2,-6%,-10%
CN1C(=O)CC(C(=O)O)SC1=Nc1cccc(C(F)(F)F)c1 (centres undefined),-8%,-20%,1%,16%,-14%,2%,-10,-12%,-8%
Cn1nc(C(C)(C)C)c([N+](=O)[O-])c1C(=O)NC(C)(C)C,-8%,12%,22%,1%,0%,-2%,-1,0%,-8%
c1ccc(-c2nc3ccccc3nc2N2CCOCC2)cc1,-10%,-4%,22%,-1%,-10%,?,-2,-19%,-13%
O=C(Nc1ccc(S(=O)(=O)NCCc2ccccc2)cc1)c1ccncc1,18%,-17%,-2%,-26%,4%,4%,-1,-6%,-19%
Cc1ccc(N2CC(C(=O)Nc3cccnc3)CC2=O)cc1 (centres undefined),-2%,-12%,-1%,1%,-9%,0%,-8,-14%,2%
Cc1ccc(NC(=O)CN(c2cc(C)cc(C)c2)S(=O)(=O)c2c(C)noc2C)nc1,14%,-18%,7%,-8%,-2%,-7%,1,-12%,-3%
O=C(O)c1cccc(S(=O)(=O)Nc2ccc(O)cc2Sc2nc3ccccc3s2)c1,-3%,-41%,-2%,-8%,-3%,?,-5,-7%,?
C/C(=N\NC(=O)c1nnn(-c2nonc2N)c1CN1CCCCCC1)c1ccc(Br)cc1,-1%,-24%,0%,63%[activator],0%,-3%,0,-5%,-10%
COc1ccc([C@@H]2[C@@H]3C(=O)N(C(C)(C)C)C(=O)[C@@H]3[C@]3(C)C(=O)N(c4ccccc4)C(=O)N23)cc1,10%,28%,0%,20%,-5%,11%,-2,-9%,-8%
CCn1c(SCC(=O)N2CCCc3ccccc32)nnc1-c1cccs1,-3%,8%,-2%,-3%,5%,-7%,-8,-10%,-9%

# Screening results (PubChem)

# Not all compounds are listed (hit frequency here may not be typical).
